# FBA Mtb inh: inhibitors of M. tuberculosis fructose-bisphosphate aldolase; P9WQA3; purified M. tuberculosis FBA, fluorescence read-out; inhibition, % at 1 µM; actives 2.3% (n = 360,000); in the data active = inhibition above about 27%;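 note: 0% = vehicle and 100% = reference inhibitor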
# Target sequence (P9WQA3 whole entry, looked up): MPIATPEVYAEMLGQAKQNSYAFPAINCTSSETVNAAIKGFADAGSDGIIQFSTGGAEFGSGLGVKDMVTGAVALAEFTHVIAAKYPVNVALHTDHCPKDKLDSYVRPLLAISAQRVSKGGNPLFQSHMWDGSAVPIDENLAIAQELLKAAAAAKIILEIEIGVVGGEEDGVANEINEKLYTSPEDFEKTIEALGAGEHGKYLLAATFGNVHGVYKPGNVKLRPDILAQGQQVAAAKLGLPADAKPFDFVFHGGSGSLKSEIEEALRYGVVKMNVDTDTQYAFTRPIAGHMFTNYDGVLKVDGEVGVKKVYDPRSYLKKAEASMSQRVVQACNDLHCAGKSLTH
# BioA inh: BioA (M. tuberculosis) enzyme inhibition. purified M. tuberculosis BioA enzyme, plate reader. inhibition, % at 9.99 µM. actives 0.096% (n = 360,000). AID 602481; in the data active = inhibition above about 40%
# BH1578 lux ind: quorum light induction in luxS cqsA deficient V. cholerae; V. cholerae BH1578 lux reporter, luminescence, 6 h; activation, % at 18.7 µM; actives 0.16% (n = 350,000); AID 588436; in the data active = activation mostly above about 9.7%, no sharp cut-off; note: not every result past the cut was called active; inactives centre near 0; reference of the scale not given here
# VHR inh abs: blocks human VHR1 dual specificity phosphatase; P51452; inhibition, % at 13.3 µM; actives 0.52% (n = 290,000); recombinant VHR phosphatase, pNPP absorbance; AID 1654; in the data active = inhibition above about 50%; note: some compounds called inactive have numbers as strong as hits
# Target sequence (P51452 whole entry, looked up): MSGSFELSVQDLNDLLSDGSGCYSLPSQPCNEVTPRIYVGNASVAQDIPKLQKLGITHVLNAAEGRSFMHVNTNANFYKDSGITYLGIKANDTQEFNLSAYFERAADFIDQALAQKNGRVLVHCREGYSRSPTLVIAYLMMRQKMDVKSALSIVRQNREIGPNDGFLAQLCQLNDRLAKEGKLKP
# MazEF act: increases E. coli MazEF RNase cleavage of RNA | FAM/BHQ RNA-DNA oligo cleavage fluorescence, 5 h | AID 504720 | activation, % at 20 µM | actives 0.32% (n = 350,000) | P0AE70; in the data active = activation above about 50%
# Target sequence (P0AE70 whole entry, looked up): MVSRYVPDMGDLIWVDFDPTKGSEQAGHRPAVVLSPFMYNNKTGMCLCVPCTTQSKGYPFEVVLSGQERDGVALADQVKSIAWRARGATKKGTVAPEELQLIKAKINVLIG
# SARS 3CLpro inh: SARS-CoV 3CLpro protease inhibition; recombinant SARS-CoV 3CLpro, quenched FRET peptide cleavage; inhibition, % at 6 µM; AID 1706; P0C6X7; actives 0.14% (n = 290,000); in the data active = inhibition above about 12%
# GDH-TPI counter: counter-screen for M. tuberculosis FBA inhibitors: GDH-TPI coupled enzymes. GDH-TPI coupled enzyme counterscreen, NADH absorbance. actives 1.2% (n = 360,000). inhibition, % at 4.8 µM; in the data active = inhibition above about 30%;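 note: 0% = DMSO wells and 100% = wells lacking the enzyme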
# UGM FP inh: blocks M. tuberculosis UGM enzyme. purified UGM, fluorescence polarization probe displacement. inhibition, % at 10 µM. AID 504406. actives 0.06% (n = 320,000). P9WIQ1; in the data active = inhibition above about 10%, passing the limit was not always enough
# Target sequence (P9WIQ1 whole entry, looked up): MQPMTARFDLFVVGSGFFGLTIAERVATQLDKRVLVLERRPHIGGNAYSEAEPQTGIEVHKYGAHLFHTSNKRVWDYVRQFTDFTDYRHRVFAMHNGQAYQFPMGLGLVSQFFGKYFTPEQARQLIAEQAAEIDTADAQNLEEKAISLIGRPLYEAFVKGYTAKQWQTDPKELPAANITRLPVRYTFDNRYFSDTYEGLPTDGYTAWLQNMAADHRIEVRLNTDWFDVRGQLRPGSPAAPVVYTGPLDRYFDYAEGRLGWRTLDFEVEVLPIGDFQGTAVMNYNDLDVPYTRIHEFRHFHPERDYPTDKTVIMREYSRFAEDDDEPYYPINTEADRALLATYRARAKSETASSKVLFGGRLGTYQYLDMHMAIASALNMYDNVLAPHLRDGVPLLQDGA
# SSB-PriA inh: K. pneumoniae PriA-SSBct interaction inhibition. AlphaScreen SSBct-PriA binding, biotinylated peptide. actives 0.6% (n = 430,000). inhibition, % at 33 µM; in the data active = inhibition mostly above about 37%, no sharp cut-off; inactive = mostly below about 20%;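 note: plate controls were negative control peptide for no effect and reference peptide for full effect; strong numbers were not always called active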
# Rv3671c inh: inhibits the M. tuberculosis serine protease Rv3671c; P9WHR9; inhibition, % at 5.96 µM; actives 0.048% (n = 320,000); in the data active = inhibition above about 38%;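 note: extracellular domain of Rv3671c used as enzyme; 0% = enzyme with DMSO and 100% = no enzyme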
# An asterisk follows results filed as active; i = inactive; x = not tested or not shown; & = joins results of further samples. These rows are one share of the data; the hit share may differ from the screen's.
SMILES,FBA Mtb inh,BioA inh,BH1578 lux ind,VHR inh abs,MazEF act,SARS 3CLpro inh,GDH-TPI counter,UGM FP inh,SSB-PriA inh,Rv3671c inh
O=C(CCN1CCOCC1)Nc1ccc(F)cc1,3,0.7,i,24,4,-5,3,-1.5,2,-2
Cc1cc2cc(C#N)c(N3CCOCC3)nc2cc1Cl,7,1.5,i,x,7,2,3,1.5,-1,8
CCC(C)Sc1cc(-c2nc3ccc(C)cn3c2NCc2ccccc2)ccc1OC (configuration not stated),64*,-0.3,0.3,x,-13,x,10,-4.4,39*,8
COc1ccccc1-c1nc(-c2ccncc2)no1,-1,-0.7,x,27,-2,-2,1,-1.7,-1,-1
COc1cc2c(cc1NC(=O)/C=C/c1ccc([N+](=O)[O-])cc1)oc1ccccc12,3,-4.9,-0.6,3,25,-2,-1,x,-1,7
O=C(NCc1ccco1)N1c2ccccc2Sc2ccccc21,0,2.9,-0.7,-15,-8,4,-5,-1.6,1&-3,-2
CCCC1CCc2c(sc(NC(=O)c3cccs3)c2C(N)=O)C1 (configuration not stated),0,-0.5,-0.4,15,0,0,0,0.7,13,0
O=C(CCS(=O)(=O)CCN1CCOCC1)NCNC(=O)CCS(=O)(=O)CCN1CCOCC1,-1,0.3,-0.1,4,11,3,2,-1.9,-5,7
O=c1ccccn1Cc1c(Cl)cccc1Cl,-3,-0.6,-2.4,13,0,-1,-1,-1.3,-16,3
Cc1nn(CC(=O)Nc2cccnc2)c(=O)c2ccccc12,-5,x,i,23,5,3,-1,1.7,-6,-6
N=C(N)n1c(N)nc2ccccc2c1=O,59*,-0.2,-0.5,14,10,2,2,-1.4,-8,4
Cc1cc2ccccn2c1C(=O)c1ccc([N+](=O)[O-])o1,-14,-1.3,-0.4,13,5,-1,3,-0.4,-2,8

# An excerpt from above, reduced to FBA Mtb inh and SSB-PriA inh.
compound	FBA Mtb inh	SSB-PriA inh
Cc1nn(CC(=O)Nc2cccnc2)c(=O)c2ccccc12	-5	-6
O=C(CCN1CCOCC1)Nc1ccc(F)cc1	3	2
CCCC1CCc2c(sc(NC(=O)c3cccs3)c2C(N)=O)C1 (configuration not stated)	0	13

# (continued)
SMILES,FBA Mtb inh,BioA inh,BH1578 lux ind,VHR inh abs,MazEF act,SARS 3CLpro inh,GDH-TPI counter,UGM FP inh,SSB-PriA inh,Rv3671c inh
COc1ccc(C)cc1S(=O)(=O)NC1CCCC1,0,-0.3,11,-1,2,1,0,-4.0,-8,3
Cc1ccccc1C(=O)O/N=C(\N)c1ccccc1,-2,-1.3,-0.7,x,5,-3,-8,0.9,i,-4
Cc1[nH]c2ccccc2c1C(=O)/C=C/c1ccccc1,-10,3.2,-3.6,10,7,2,16,-2.3,1,-6
O=C(CSC1=NCCS1)Nc1nc2ccccc2s1,4,0.1,-0.7,16,6,3,13,1.5,1,-3
O=C(NCCCN1CCCCC1)C1CCN(c2ncnc3c2nc2n3CCCCC2)CC1,0,1.4,i,32,17,-1,5,2.6,-10,-4
COc1ccc(C2CC(c3ccccc3OC(C)=O)=NN2C(=O)/C=C/c2ccccc2)cc1OC (configuration not stated),-4,x,-0.4,-5,5,7,11,2.4,18,-17
O=C(NCc1ccccc1)NS(=O)(=O)c1ccccc1Cl,0,-2.1,i,18,-5,0,-2,-0.6,-10,13
Cc1ccccc1Nc1c(-c2ccccn2)nc2ccccn12,3,0.3,i,22,-2,3,6,0.1,62,-4
CSc1ccc(Cl)c(C(=O)NNC(=O)c2cccs2)c1,-2,-0.3,i,x,5,x,-2,0.7,-14,-2
O=C(NCC1CCCN1S(=O)(=O)c1cccs1)c1ccc(F)cc1 (configuration not stated),-4,-4.4,-0.7,x,-1,x,-1,-0.2,3&-16,-5
CN(CCC1CCOCC1)C(=O)CC1C(=O)NCCN1Cc1cccc(F)c1 (configuration not stated),6,-0.1,i,10,4,-2,4,-1.5,-16,-14
CCOC(=O)C1=C(COC(=O)/C=C/c2ccc(OC)c(OC)c2)NC(=O)NC1C (configuration not stated),16,2.7,i,x,4,x,26,0.0,6,8
CCCCN1CC(C)(C)Oc2cccc(F)c2S1(=O)=O,-2,0.4,i,x,3,x,-7,x,-4,x
C=CCOc1ccc(/C=C/C(=O)Nc2ccc(C(=O)NC)cc2)cc1,45*,-1.9,i,-6,-9,-3,23,-2.1,-3,-18
Cc1cc(C(=O)Nc2c(C)nn(Cc3ccccc3)c2C)on1,-1,2.1,-0.4,21,-8,3,-8,-0.3,1,-3
COc1ccc(S(=O)(=O)Nc2ccc3c(c2)C(=O)N([C@H](C)CO)C[C@H](C)[C@@H](CN(C)S(=O)(=O)c2ccc(OC)cc2)O3)cc1,1,-0.3,i,x,20,x,2,x,-9,x
CC1CCCC(C)N1CCCNC(=O)Cn1ncc2c3ccccc3n(C)c2c1=O (configuration not stated),7,0.5,-0.5,-9,12,1,8,-1.4,2,-1
C=CCN1C=C2C(=O)C(C)(OC(=O)c3cccs3)C(=O)C=C2C=C1CCCC(=O)OC (configuration not stated),0,1.8,i,11,9,x,13,4.7,-11,-28
COCCN(C(=O)c1snc(C(N)=O)c1N)C(C(=O)NC1CCCC1)c1cc(OC)c(OC)c(OC)c1 (configuration not stated),4,-1.0,i,34,6,2,7,-0.6,2,-8
Nc1nc(Nc2ccccc2Br)nc(C(F)(F)F)n1,-2,0.9,-0.1,-15,-5,1,21,-1.1,-17,-3
CS(=O)(=O)N(CC(=O)N1CCN(Cc2ccccc2)CC1)c1cccc(F)c1,-3,2.1,-1.2,4,1,3,-10,2.8,-8,7
Clc1cccc(Cc2nn[nH]n2)c1,4,-2.4,i,3,5,3,8,0.6,-2,4
c1ccc(CC(Nc2ccccn2)c2ccccc2)cc1 (configuration not stated),-2,x,-0.5,2,7,4,8,-2.8,-25,-7
Cn1c(-c2ccccc2)cnc1NCc1cc2c(cc1[N+](=O)[O-])OCO2,0,-1.4,i,-4,3,1,6,-0.9,6,-3
COc1ccc(C2c3[nH]c4ccccc4c3C[C@H]3C(=O)N(CC(C)C)CC(=O)N23)c(OC)c1 (some centres not stated),0,-0.4,i,2,0,-1,-1,0.9,18,2
CCc1cc(C(=O)Cc2nc3ccccc3[nH]2)c(O)cc1O,10,-1.9,i,27,6,-5,39*,1.7,-11,12
CCOc1ccc(NC(=O)Nc2cc(C)on2)cc1,0,-1.4,-0.7,-4,-9,1,7,-1.9,-6,7
CCCCOC(=O)CSC1=C(C#N)C(c2ccccc2OCC)C(C#N)C(=O)N1 (configuration not stated),7,-2.0,i,26,-14,9,15,1.8,0,-2
CCOc1ccc(OCc2cccc(C(=O)N(CC)CC)c2)cc1,-2,x,-0.3,6,2,-3,-4,-0.7,-15,2
COC(=O)c1cnc[nH]1,3,-4.1,0.1,-2,-18,-3,-2,-1.5,-5,5
O=C(COc1coc(CN2CCCc3ccccc32)cc1=O)Nc1ccccc1,2,x,10,x,9,x,-10,-0.8,2,4
CCCCSc1nnc(CSc2ncccn2)n1C,3,x,-0.5,1,9,1,-10,-1.5,-10,5
COC(=O)c1ccccc1COn1c(=O)c[n+]([O-])c2ccccc21,0,-2.0,-0.2,26,7,-2,7,-3.0,0,4
Cn1c(=O)c2c(nc(N3CCC(C(N)=O)CC3)n2CCSc2nc3ccccc3s2)n(C)c1=O,4,-0.4,-0.9,x,1,x,6,-0.2,0,-1
COC(=O)[C@]1(C)N[C@H](CN(C)C(=O)c2ccc(C(C)(C)C)cc2)[C@@H]2C(=O)N(Cc3ccccc3)C(=O)[C@@H]21,-4,-0.8,i,x,0,x,-7,x,-26,2
CSc1ccccc1NC(=O)C1CCCN(S(C)(=O)=O)C1 (configuration not stated),0,-0.4,-0.7,6,-20,3,1,-1.3,-7&-4&0,5
Cc1cc(N)ccc1-n1nc2ccccc2n1,2,x,-0.6,x,6,x,17,-5.0,-21,-5
C=C1CCC[C@]2(C)C[C@H]3OC(=O)C(CN(Cc4ccc(OC)c(OC)c4)CC(C)O)[C@H]3CC12 (some centres not stated),3,15,-0.8,-12,-7,-4,-7,-0.3,10,0
CC(NC(=O)c1ccc(Br)o1)c1ccc(-n2ccnc2)cc1 (configuration not stated),2,x,i,x,1,x,0,1.9,6,3
Cc1cnc(C(=O)Nc2ccc(C(=O)N3CCCCC3)cc2)cn1,2,3.0,-0.6,20,11,-4,20,3.3,-6,-3
O=C(NCc1cccs1)C1CCCN(C(=O)Nc2ccc(F)cc2)C1 (configuration not stated),-1,8.1,-0.2,35,5,-4,-3,-0.2,-15,-3
COc1ccc(CNS(=O)(=O)c2ccc3oc(C(=O)O)c(C)c3c2)cc1,2,x,-0.3,9,3,1,6,0.7,-11,3
Cn1cc(C(=O)C(=O)NC2CCCCC2)c2ccccc21,-2,-0.6,80*,5,-2,-1,13,-2.6,1,-4
COc1cccc(N(C(=O)Cn2nnc(-c3ccc(F)cc3)n2)C(C(=O)NCC2CCCO2)c2ccc(Cl)cc2)c1 (configuration not stated),-2,0.4,-0.3,11,-2,-2,-4,-0.5,-2,4
CC(=O)NCCc1ccc(C(=O)CSc2nnc(C3CC3)n2C2CC2)cc1,4,-5.8,i,x,7,x,-7,-0.1,11,-1
CCOC(=O)Cc1csc(NC(=O)CSc2nc(-c3ccccc3)c(C#N)c(=O)[nH]2)n1,2,x,-0.5,2,6,3,2,9.9,5,-6
CCOc1ccc(-c2nnc(N3CCCCC3)c3ccccc23)cc1,1,1.9,-17,22,1,-6,-5,-1.3,8,2
CC12CCC(C(=O)C1)C1(C)CCCC(=O)C21 (configuration not stated),1,x,i,x,-1,x,4,x,-13,x
CC(C)/C=C/C(=O)N1CCC(N2CCC(C(=O)NCc3ccccn3)CC2)CC1,3,2.1,i,21,8,-3,3,-1.2,-9,-20
Cc1ccc(/C=C/C(=O)OC(C)C(=O)Nc2ccc(Cl)cn2)o1 (configuration not stated),3,x,-0.4,-5,1,0,9,-1.2,-3,-3
O=C(c1cccc(Cl)c1)N1CCN(Cc2ccncc2)CC1,-1,2.3,x,30,0,-4,4,x,-25,x
O=C(C1=C(O)C(=O)N(Cc2cccnc2)C1c1cccc(Oc2ccccc2)c1)c1ccco1 (configuration not stated),-4,1.8,-4.2,x,2,x,10,1.8,-4,3
Cc1ccc(OCCC(=O)Nc2ccc(S(=O)(=O)Nc3nccs3)cc2)cc1,4,0.9,i,x,-19,x,-2,1.3,14,-4
O=C1N[C@@H](Cc2ccccc2)COC(=O)[C@H](Cc2ccc(F)cc2)CC/C=C/C[C@H]1CC(=O)N(CCO)Cc1ccccc1,3,-2.2,i,x,4,x,5,0.9,-7,1
CC[C@H](C)[C@H](NC(N)=O)C(=O)NCCc1ccc(Cl)cc1Cl,0,x,0.3,22,8,-4,-1,-2.1,-20,8
COc1ccc2c(c1)Cc1sc(NC(=O)c3cccs3)nc1-2,0,-1.7,i,10,3,-7,-3,2.1,7,-4

# Profiles, quoted from the list.
# `Cc1ccc(OCCC(=O)Nc2ccc(S(=O)(=O)Nc3nccs3)cc2)cc1` is listed as FBA Mtb inh: 4; BioA inh: 0.9; BH1578 lux ind: i; VHR inh abs: x; MazEF act: -19; SARS 3CLpro inh: x; GDH-TPI counter: -2; UGM FP inh: 1.3; SSB-PriA inh: 14; Rv3671c inh: -4
# `CC(C)/C=C/C(=O)N1CCC(N2CCC(C(=O)NCc3ccccn3)CC2)CC1` is listed as FBA Mtb inh: 3; BioA inh: 2.1; BH1578 lux ind: i; VHR inh abs: 21; MazEF act: 8; SARS 3CLpro inh: -3; GDH-TPI counter: 3; UGM FP inh: -1.2; SSB-PriA inh: -9; Rv3671c inh: -20
# `O=C(c1cccc(Cl)c1)N1CCN(Cc2ccncc2)CC1` is listed as FBA Mtb inh: -1; BioA inh: 2.3; BH1578 lux ind: x; VHR inh abs: 30; MazEF act: 0; SARS 3CLpro inh: -4; GDH-TPI counter: 4; UGM FP inh: x; SSB-PriA inh: -25; Rv3671c inh: x
